PRMT1 inh: inhibitors of human PRMT1 | recombinant PRMT1, activity-based probe fluorescence polarization | inhibition, % at 2.79 µM | 370,000 compounds, 1.3% hits;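 active = inhibition above about 21% made by adding two undisclosed values, limit read from the data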
MBD2 inh: inhibitors of human MBD2 binding to methylated oligonucleotide; Q9UBB5; TR-FRET; inhibition, % at 4.4 µM; 370,000 compounds, 0.31% hits; AID 686964; in the data active = inhibition above about 13%
LEDGF integ inh: blocks HIV-1 LEDGF/p75-dependent DNA integration. TR-FRET IN-LEDGF/p75 DNA integration, Eu/Cy5. inhibition, % at 3.7 µM. 370,000 compounds, 0.64% hits. AID 743269;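 active = inhibition above the screen-wide mean plus 3 SD, cut at about 13% in these data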;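 note: signal is the Cy5 over europium emission ratio at 671 and 618 nm; 0% = plate median of compound wells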
TCR CD3 inh: blocks the human TCR-CD3 interaction; TAMRA-labeled TCR probe fluorescence, biochemical; inhibition, % at 9.4 µM; 360,000 compounds, 0.37% hits; AID 651800; in the data active = inhibition above about 19%;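 note: recombinant mutant TCR 2C K166C tagged with TAMRA read by polarization; 0% = receptor in buffer alone and 100% = receptor with positive control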
HTRA1 inhibitor: inhibitors of human serine peptidase HTRA1 | Q92743 | recombinant HTRA1, FP-rhodamine activity-based probe, fluorescence polarization | inhibition, % at 5.96 µM | 340,000 compounds, 0.5% hits; in the data active = inhibition above about 36%;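 note: 0% = enzyme with DMSO and 100% = wells lacking enzyme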
Target sequence (Q92743 whole entry, looked up): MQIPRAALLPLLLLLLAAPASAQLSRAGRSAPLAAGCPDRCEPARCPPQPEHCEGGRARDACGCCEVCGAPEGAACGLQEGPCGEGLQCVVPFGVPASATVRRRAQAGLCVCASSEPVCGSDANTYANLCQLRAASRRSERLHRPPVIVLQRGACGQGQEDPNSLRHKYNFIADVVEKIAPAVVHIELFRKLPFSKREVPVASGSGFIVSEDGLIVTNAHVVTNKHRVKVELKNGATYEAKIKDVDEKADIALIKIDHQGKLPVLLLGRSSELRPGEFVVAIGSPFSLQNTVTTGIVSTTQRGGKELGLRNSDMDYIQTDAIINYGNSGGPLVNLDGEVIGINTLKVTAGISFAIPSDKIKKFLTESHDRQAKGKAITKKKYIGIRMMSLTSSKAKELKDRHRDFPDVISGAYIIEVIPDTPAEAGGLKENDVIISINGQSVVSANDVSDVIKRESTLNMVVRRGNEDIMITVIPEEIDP
GC-B act: GC-B (human) receptor activation; P20594; HEK293-GC-B cells, CNP EC30, cGMP TR-FRET; 0% at EC30 CNP, 100% saturating CNP; activation, % at 10 µM; 370,000 compounds, 0.11% hits;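 active = activation at 10 µM reaching about 35% in either raw or pattern-adjusted values, limit read from the data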
rCAG binder: molecules binding r(CAG) RNA repeats. 370,000 compounds, 1.3% hits. inhibition, % at 3 µM. AID 651821. r(CAG) RNA repeat, TO-PRO-1 dye displacement fluorescence;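 active = inhibition above the plate cutoff, the mean of all test compounds on that plate plus 3 SD, cut at about 35% in these data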;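 note: 0% = DMSO alone and 100% = 100 µM mitoxantrone as full dye displacement; higher means more dye released from RNA so lower well fluorescence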
TDP2 inh: TDP2 (human) inhibition, absorbance primary screen | O95551 | recombinant TDP2, T5PNP hydrolysis, p-nitrophenol absorbance 415 nm | inhibition, % at 12.8 µM | 370,000 compounds, 0.34% hits | AID 720702;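 active = inhibition above the mean of all tested compounds plus 3 SD, set per campaign, cut at about 25% in these data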;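 note: 0% = DMSO with enzyme and 100% = buffer with substrate but no TDP2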
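Material: recombinant human TDP2; quantity: TDP2 enzyme at 120 nM final; medium: Tris-HCl pH 7.5 with MgCl2; compound: single concentration, 12.8 µM nominal, with 1% DMSO; incubation: 2 h enzyme incubation at 37 °C; signal: epi absorbance; measure: percent inhibition; benchmarks: high control without enzyme, low control DMSO plus TDP2; repeats: singlicate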
ABHD4 inh: inhibits mouse alpha/beta hydrolase domain 4; Q8VD66; purified mABHD4, FP-Rh probe fluorescence polarization; inhibition, % at 8.92 µM; 370,000 compounds, 0.54% hits; AID 720543;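 active = inhibition exceeding the mean over every tested compound plus 3 SD, cut at about 30% in these data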;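 note: 0% = plate median of compound wells and 100% = S159A mutant with DMSO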
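Test system: mouse ABHD4 enzyme, wild type. Reagent: FP-Rh fluorescent activity-based probe, added after compound pre-incubation. Timing: pre-incubation 45 min, probe exposure 60 min, at 25 °C. Technique: FP readout, ex 525 nm / em 598 nm. Benchmarks: high control S159A mutant with DMSO, low control median of compound wells.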
SIAE primary: blocks human sialic acid acetylesterase | 370,000 compounds, 0.69% hits | SIAE FP-Rh probe binding, fluorescence polarization | AID 1053197 | Q9HAT2 | inhibition, % at 9.66 µM;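 active = inhibition above a cutoff: mean of compounds within the control limits plus 3 SD of those, cut at about 17% in these data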;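 note: 0% = plate median of compound wells and 100% = probe without SIAE protein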
Target sequence (Q9HAT2 whole entry, looked up): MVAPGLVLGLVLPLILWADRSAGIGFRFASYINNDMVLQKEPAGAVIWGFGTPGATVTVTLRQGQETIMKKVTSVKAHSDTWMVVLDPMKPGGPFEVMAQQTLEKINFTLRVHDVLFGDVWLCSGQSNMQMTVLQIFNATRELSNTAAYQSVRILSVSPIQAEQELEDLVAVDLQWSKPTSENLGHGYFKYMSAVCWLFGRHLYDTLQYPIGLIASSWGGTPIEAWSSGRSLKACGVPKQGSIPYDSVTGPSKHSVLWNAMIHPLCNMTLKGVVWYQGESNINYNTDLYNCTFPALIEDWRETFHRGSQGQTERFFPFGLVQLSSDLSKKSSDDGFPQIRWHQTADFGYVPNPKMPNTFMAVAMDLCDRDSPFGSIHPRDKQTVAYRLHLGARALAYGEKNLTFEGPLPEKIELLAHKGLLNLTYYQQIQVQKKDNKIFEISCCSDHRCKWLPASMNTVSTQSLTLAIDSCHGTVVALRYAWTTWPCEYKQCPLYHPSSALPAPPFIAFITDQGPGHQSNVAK
* marks the source's active call; other numbers are inactive results; . = not tested or not shown. A portion of the library, so the mix of outcomes need not match the whole.

SMILES	PRMT1 inh	MBD2 inh	LEDGF integ inh	TCR CD3 inh	HTRA1 inhibitor	GC-B act	rCAG binder	TDP2 inh	ABHD4 inh	SIAE primary
CC(=O)c1cccc(NC(=O)c2ccc(OC3CSC3)cc2)c1	5	-1	-1	3	-10	0	1	3	-3	-19
CC(C)(C)c1ccc(C(=O)N2CCN(c3nc4ccccc4o3)CC2)cc1	-9	-3	8	-7	0	-2	2	-15	-3	1
Cc1ccc(C)c(N2CCN(S(=O)(=O)c3c(C)noc3/C=C/N(C)C)CC2)c1	0	1	2	-2	-48	-6	23	-7	-3	4
OCCN1CCN(c2cc(-c3ccc4ccccc4c3)nc3ccnn23)CC1	5	-5	0	-8	.	0	6	-5	-5	-1
CC(=O)c1ccc(OCC(=O)Nc2c(C)nn(-c3ccccc3)c2C)cc1	4	3	-3	0	4	0	-3	3	4	4
Cc1cc2cc(CNC(=O)c3cccs3)ccc2[nH]1	3	-2	1	2	4	2	18	0	-4	-4
C[C@H](N)C(=O)NC[C@H]1O[C@@H](n2cnc3c(N)ncnc32)[C@H](O)[C@@H]1O	2	3	-7	-5	9	2	1	-1	0	9
N=c1c(C(=O)NCc2ccccc2)cc2c(=O)n3ccccc3nc2n1CCCN1CCOCC1	1	-1	-3	-4	6	-2	-1	-3	12	-3
CC12CC(c3ccccc3O1)N(C(=O)c1ccco1)C(=S)N2c1ccc(F)cc1 (stereo unspecified)	1	3	0	1	-4	-6	2	-11	-7	-1
Cc1ccc(SCC(=O)OC(C)C(=O)N2CCc3ccccc32)cc1 (stereo unspecified)	5	3	-2	8	-12	5	-4	-9	-6	-3
COc1ccc(-c2ccc3c(n2)CCCN3S(=O)(=O)c2ccccc2C)cc1	-2	-3	2	5	.	3	4	-7	-6	2
C[C@@H]1CN([C@@H](C)CO)C(=O)c2cc(Br)cnc2O[C@@H]1CN(C)C(=O)C1CCCCC1	-1	4	1	5	2	-3	0	4	5	0
O=C1c2ccccc2C(=O)N1CCCCSc1nnnn1-c1ccccc1	1	2	-1	3	-18	3	-1	1	-5	0
CCN(CC(=O)Nc1c(F)cccc1F)C(=O)c1ccc2c(c1)C(=O)N(c1ccccc1C)C2=O	2	3	-1	0	3	-3	1	4	1	-4
c1cc(-c2cc3c(o2)CCCC3OCCN2CCOCC2)cs1 (stereo unspecified)	2	4	4	2	.	-2	2	3	13	3
COc1ccc(NC(=S)N2CCN(C(c3ccccc3)c3ccccc3)CC2)c(OC)c1	-2	-5	-1	8	-15	0	0	-9	7	-2
COCCNC(=O)C1CCN(S(=O)(=O)c2ccccc2)CC1	1	1	-5	4	1	3	-1	2	6	15
O=C(Nc1ccccc1N1CCCC1)c1cccc(F)c1	1	-2	-1	7	2	-4	0	9	-4	6
COc1ccc(OC)c(NC(=S)NCC(c2cccnc2)N2CCOCC2)c1 (stereo unspecified)	0	-2	-2	-1	2	-1	3	-1	-1	-25
Cc1cccc(C)c1-n1nnnc1C(c1ccnc2ccccc12)N1CCN(CC(=O)NC(C)C)CC1 (stereo unspecified)	1	-1	2	6	.	6	4	4	-6	3
COC(=O)C1Sc2[nH]c(=O)sc2C2c3ccccc3OC(=O)C12 (stereo unspecified)	4	-4	-3	0	3	-4	9	-10	1	7
NC1=NC(=O)/C(=C/C=C/c2cccs2)S1	-1	-2	1	1	1	-4	5	-9	-1	7
COc1ccccc1NC(=O)c1ccc(-n2cccn2)c([N+](=O)[O-])c1	1	3	0	0	-2	-1	0	5	-2	-2
CCc1ccc([C@H]2C[C@H]3[C@H]4C(=O)N(c5ccccc5)C(=O)[C@H]4CC(=O)[C@@H]3CN2S(=O)(=O)c2ccc(C)cc2)cc1	-2	2	2	-2	.	-2	8	0	0	-12
Cc1ccc(C(=O)NCCc2nnc3ccc(SCC(=O)NCc4ccc(F)cc4)nn23)cc1	-1	5	1	-4	3	4	-5	-3	7	-3
OC1CCN(Cc2cccc3ccccc23)CC1	2	0	-2	-1	1	5	-1	6	6	-7
Nc1nc(CCOc2ccc(F)cc2)cs1	4	-5	0	-9	0	3	-3	-4	-3	-7
C[n+]1nc(Nc2ccccc2)sc1-c1ccc(O)cc1	-4	-1	-1	-2	0	2	-3	7	-1	-2
Cc1ccc2c(c1)-n1c(nc3ccc(C)cc3c1=O)C(Cc1ccc(O)cc1)NC2=O (stereo unspecified)	-1	-3	2	-1	.	24	9	-15	-25	-8
N#Cc1cccc(NC(=O)CC2CCCC2)c1	0	2	-1	2	-2	1	-32	6	6	1
CC(CC(=O)Nc1ccc(-c2ccno2)cc1)n1cccn1 (stereo unspecified)	-2	-3	0	-8	-5	-3	1	-3	-6	1
O=C(Nc1cccc(-c2ccc(N3CCOCC3)nn2)c1)c1ccccc1Cl	-1	1	-3	-5	-3	1	-3	-8	-1	3
OC1(C#Cc2c(-c3ccsc3)sc3ccccc23)CCCCC1	-2	3	-6	6	.	-5	6	-4	-36	-44
CCOCCCNC(=O)C(Cc1ccccc1)NS(=O)(=O)c1ccc2c(c1)c(=O)n(C)c(=O)n2C (stereo unspecified)	0	-8	-10	1	3	2	-4	-1	6	-3
CCNC(=O)C1(C)CCCN(C(=O)c2ccc3ccccc3n2)C1 (stereo unspecified)	-5	-1	-1	7	.	4	-1	-11	-2	3
N#C/C(=C\c1cccnc1)c1nc2ccccc2[nH]1	-7	-1	5	-7	.	-6	7	-9	13	2
COc1ccc(C(=O)CN(Cc2ccccc2)C2=NCCS2)cc1	0	-1	0	-5	1	3	-3	-5	7	1
COC(=O)C1=C(C)N(Cc2cccc(C(F)(F)F)c2)C(=NCC2CC2)NC1c1ccccc1C(F)(F)F (stereo unspecified)	-2	0	-4	11	.	-13	3	-2	14	9
COc1cc(-c2ccc(=O)[nH]n2)ccc1OC(F)F	-7	3	3	2	4	0	2	-7	2	2
CC[C@@H]1C=C(C(=O)O)[C@H](c2ccc(Cl)cc2)N1S(=O)(=O)c1ccc(C)cc1	-2	2	5	-7	4	-2	24	-17	1	7

Four entries drawn at random from the list so far, as already listed:
SMILES	PRMT1 inh	MBD2 inh	LEDGF integ inh	TCR CD3 inh	HTRA1 inhibitor	GC-B act	rCAG binder	TDP2 inh	ABHD4 inh	SIAE primary
CC(CC(=O)Nc1ccc(-c2ccno2)cc1)n1cccn1 (stereo unspecified)	-2	-3	0	-8	-5	-3	1	-3	-6	1
N#Cc1cccc(NC(=O)CC2CCCC2)c1	0	2	-1	2	-2	1	-32	6	6	1
C[n+]1nc(Nc2ccccc2)sc1-c1ccc(O)cc1	-4	-1	-1	-2	0	2	-3	7	-1	-2
CCc1ccc([C@H]2C[C@H]3[C@H]4C(=O)N(c5ccccc5)C(=O)[C@H]4CC(=O)[C@@H]3CN2S(=O)(=O)c2ccc(C)cc2)cc1	-2	2	2	-2	.	-2	8	0	0	-12

(list continues)
SMILES	PRMT1 inh	MBD2 inh	LEDGF integ inh	TCR CD3 inh	HTRA1 inhibitor	GC-B act	rCAG binder	TDP2 inh	ABHD4 inh	SIAE primary
O=C(Cc1coc(-c2ccc(F)cc2)n1)NC1CCCCC1	1	0	0	-1	-2	1	-1	-3	-2	3
COc1ccc(NC(=O)c2c(C)nn(Cc3ccccc3)c2Cl)cc1S(=O)(=O)N1CCOCC1	3	3	0	-3	4	-1	-3	6	-4	-3
Cc1cc2c(cc1S(=O)(=O)N1CCN(c3ccccc3F)CC1)OCC(=O)N2	5	1	0	2	-2	2	-2	-3	7	2
O=C(CCSc1nc(-c2ccco2)cc(C(F)(F)F)n1)N1CCN(c2ccccc2)CC1	-2	-8	2	4	-33	-9	-2	-4	0	4
COc1cc(CN2CCC(n3nccc3NC(=O)CCCc3ccccc3)CC2)ccc1O	-2	4	0	-1	6	1	-5	-2	2	3
Cc1cc(Nc2ccccc2)n(CCC#N)n1	1	0	-1	-1	2	13	0	8	-1	1
CC1(C)Cc2c(sc3nc4n(-c5ccccc5)cnn4c(=O)c23)CO1	-1	0	-2	-9	12	-1	-2	10	6	-1
Cc1nn2c(C)c(C(=O)Nc3ccccc3)cnc2c1C#N	-4	2	2	-1	4	3	-4	-14	4	7
O=C(COC(=O)c1cccc(-n2cnnn2)c1)c1ccc(F)c(F)c1	3	-3	-4	-3	-9	-5	4	4	-2	-5
CCOC(=O)CC1C(=O)NCCN1S(=O)(=O)c1ccccc1 (stereo unspecified)	1	1	-1	0	4	4	3	17	3	-2
COc1ccc(/C=N/NC(=O)c2cccc(NC(C)=O)c2)c(C(=O)O)c1OC	-1	-4	0	14	7	-4	0	5	6	4
O=C(O)CCC(=O)Nc1ccccc1C(=O)NC1CCCCC1	-1	1	1	1	4	5	-3	-6	6	5
Cc1ccc([C@H]2C[C@@H](O)[C@H](n3cc(-c4ccc(F)cc4)nn3)CN2Cc2cccs2)cc1	0	4	1	2	-22	3	3	-3	-11	-3
CC(C)Cc1cc(C(=O)O)n[nH]1	-4	-3	3	2	-5	0	0	9	0	12
CCN1CCC(NC(=O)Nc2ccc(F)cc2F)CC1	-2	2	3	6	-1	-1	5	2	1	1
CC(C)CC(=O)Nc1ccc(C(=O)NNC(=O)C(c2ccccc2)c2ccccc2)cc1	1	-3	8	6	-51	-5	3	-14	-5	-5
COC(=O)c1ccc(Cn2cc(Cl)cn2)cc1	-2	-2	3	-5	-4	1	-2	6	-2	1
CCOC(=O)Cc1csc(NC(=S)NC(=O)c2cc(OC)cc(OC)c2)n1	4	-5	0	-1	-27	-6	9	-4	-12	-4
COc1cc(C(c2oc(CO)cc(=O)c2O)c2oc(CO)cc(=O)c2O)cc(OC)c1OC	-1	1	-5	4	6	3	0	-10	-8	3
CCCCCCCOC(=O)C1=C(C)Nc2ncnn2C1c1cccs1 (stereo unspecified)	-3	-5	1	0	-1	-1	-3	1	-18	3
Cc1cc(N2CCOCC2)nc(N)n1	-2	-3	-1	9	-2	-1	-1	7	6	1
CCOc1ccc(NC(=S)N(CCc2c(C)[nH]c3ccccc23)Cc2ccco2)cc1	-1	1	-7	6	-12	1	11	-12	3	9
O=C(O)Cc1ccc(NCc2ccccc2Cl)cc1	-1	-4	-2	-5	3	0	-1	9	10	16
COc1ccc(OCC(=O)N2CCN(C(=O)c3cccc(F)c3)CC2)cc1	-3	-2	-1	4	3	1	-1	-7	5	-2
O=C(/C=C/c1ccc([N+](=O)[O-])cc1)OCC(=O)N1CCCCCC1	0	0	2	6	5	-1	0	0	2	-3
COc1cccc(NC(=O)C2(C)CCN2Cc2ccccc2Cl)c1 (stereo unspecified)	-4	1	5	5	.	2	-1	-3	-18	1
Cc1cc(CO)nn1-c1ccc([N+](=O)[O-])cc1	-7	-6	0	3	.	0	3	-6	2	-5
O=C(CCCN1C(=O)c2cccc3cccc(c23)C1=O)Nc1nccs1	1	2	-5	-6	1	2	0	-7	5	-4
CCNC(=O)NC(=O)CSc1ccc(S(=O)(=O)N2CCOCC2)cn1	1	-5	-2	-6	10	0	-1	13	-4	14
Cc1noc(C)c1C(=O)N1CCC(n2nnc3ncccc32)CC1	-3	-5	-1	.	.	3	0	8	2	5
Cc1ccc(/C=C/C(=O)Nc2ccc(O)c3c(=O)cc(-c4ccccc4Cl)oc23)cc1	2	0	-3	-1	-9	3	14	-7	-5	-1
